TDP2 inh: blocks human TDP2 phosphodiesterase activity; O95551; recombinant TDP2, T5PNP hydrolysis, p-nitrophenol absorbance 415 nm; inhibition, % at 12.8 µM; hit rate 0.34% among 370,000; AID 720702;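 active = inhibition above the mean of all tested compounds plus 3 SD, set per campaign, cut at about 25% in these data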;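 note: 0% = DMSO with enzyme and 100% = buffer with substrate but no TDP2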
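Material: recombinant human TDP2; quantity: TDP2 enzyme at 120 nM final; medium: Tris-HCl pH 7.5 with MgCl2; compound: single concentration, 12.8 µM nominal, with 1% DMSO; incubation: 2 h enzyme incubation at 37 °C; signal: epi absorbance; measure: percent inhibition; benchmarks: high control without enzyme, low control DMSO plus TDP2; repeats: singlicate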
Tn7 DDE FP: disrupts Tn7 cyclic peptide binding to fibrin D-Dimer-E complex; hit rate 0.13% among 370,000; P02675; inhibition, % at 8.3 µM; FP displacement of FITC-Tn7 peptide from fibrin DD(E); 0% = median of compound wells per plate;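 active = inhibition above the mean of compounds falling within the control limits plus 3 SD of them, cut at about 14% in these data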;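 note: 0% = plate median of compound wells and 100% = 10 µM Aha-Tn7 peptide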
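Assay system: Human clot-derived fibrin DD(E) complex | Buffer or medium: Tris/NaCl/CaCl2 buffer, pH 7.8 | Repeats: One replicate per compound | Benchmarks: Aha-Tn7 high control | Measure: % inhibition scaled between sample-field median and high-control FP | Schedule: 10 min plus 3 h, room temperature | Signal: Fluorescence polarization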
DDE Tn6 FP inh: DD(E)-Tn6 binding inhibition, primary FP screen; hit rate 0.21% among 370,000; P02675; inhibition, % at 8.3 µM; AID 720509; Fibrin DD(E) TRITC-Tn6 fluorescence polarization displacement;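 active = inhibition above a per-campaign cutoff: mean of compounds within control limits plus 3 SD, cut at about 15% in these data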;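 note: 0% = median of all compound wells on the plate and 100% = blocking peptide control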
ARFGAP1 inh: inhibits rat ARF GTPase activating protein 1. Arfgap1-stimulated ARF1 GTP hydrolysis, GDP FP detection. inhibition, % at 16.5 µM. hit rate 0.26% among 360,000. AID 651572;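 active = inhibition above a per-plate limit, mean inhibition of low control wells plus 3 SD, cut at about 25% in these data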;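 note: 0% = DMSO wells with enzyme and 100% = wells lacking Arfgap1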
Target sequence (Q62848 1-136 limits assumed): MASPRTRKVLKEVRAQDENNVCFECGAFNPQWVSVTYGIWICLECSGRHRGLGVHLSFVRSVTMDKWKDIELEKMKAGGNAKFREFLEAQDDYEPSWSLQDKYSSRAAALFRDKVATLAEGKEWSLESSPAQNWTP
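material = rat Arfgap1 catalytic domain, aa 1-136 | also added = human ARF1(Δ1-17)-GTP substrate | compound dosing = one concentration, 16.5 µM, DMSO 1.26% | times = GTP hydrolysis reaction 2 h at 25 °C | measured by = FP, GDP Alexa 633 tracer displaced from anti-GDP antibody, 620/688 nm | evaluation = percent inhibition of Arfgap1-stimulated GTP hydrolysis | replication = single well per compound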
PLCb3 inh: PLC-beta3 (human) inhibition, primary screen | Q01970 | Purified PLC-beta3, fluorogenic substrate, fluorescence | inhibition, % at 12.2 µM | hit rate 0.18% among 370,000 | AID 720704; in the data active = inhibition above about 11%;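 note: 0% = median of compound wells on plate and 100% = full blocker control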
ADAM17 inh: ADAM17 inhibition, QFRET primary screen | P78536 | recombinant ADAM17, EDANS/DABCYL FRET peptide cleavage | inhibition, % at 6.95 µM | hit rate 0.83% among 370,000 | AID 720648;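 active = inhibition above the mean of compounds lying between control limits plus 3 SD, set per campaign, cut at about 8.5% in these data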;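 note: 0% = DMSO-only wells as the low control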
ASAP1 inh: blocks human ASAP1-stimulated Arf1 GTP hydrolysis. Q9ULH1. GDP FP detection. inhibition, % at 16.5 µM. hit rate 0.19% among 360,000; in the data active = inhibition above about 25%;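 note: 0% = vehicle with enzyme and substrate and 100% = no enzyme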
Target sequence (Q9ULH1 325-724 limits assumed): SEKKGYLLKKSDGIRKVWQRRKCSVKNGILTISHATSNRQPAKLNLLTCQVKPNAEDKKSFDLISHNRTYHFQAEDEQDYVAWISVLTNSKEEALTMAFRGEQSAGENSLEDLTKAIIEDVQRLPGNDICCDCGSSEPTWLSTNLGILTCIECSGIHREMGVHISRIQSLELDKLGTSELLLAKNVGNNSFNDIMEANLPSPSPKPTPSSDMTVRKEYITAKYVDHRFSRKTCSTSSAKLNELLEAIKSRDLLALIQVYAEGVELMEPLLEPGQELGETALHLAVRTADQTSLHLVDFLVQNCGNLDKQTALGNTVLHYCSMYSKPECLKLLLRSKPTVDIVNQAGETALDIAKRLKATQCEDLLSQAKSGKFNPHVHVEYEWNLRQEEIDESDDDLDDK
SIAE primary: human SIAE inhibition, primary screen | hit rate 0.69% among 370,000 | inhibition, % at 9.66 µM | Q9HAT2 | SIAE FP-Rh probe binding, fluorescence polarization;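 active = inhibition above a cutoff: mean of compounds within the control limits plus 3 SD of those, cut at about 17% in these data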;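 note: 0% = plate median of compound wells and 100% = probe without SIAE protein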
PLCg1 inh: inhibitors of human phospholipase C gamma1. purified PLC-gamma1, fluorogenic substrate, fluorescence. P19174. hit rate 0.84% among 370,000. inhibition, % at 12.2 µM. AID 720700; in the data active = inhibition above about 9.5%
ADAM10 inh: inhibitors of human ADAM10; O14672; recombinant ADAM10, EDANS/DABCYL FRET peptide cleavage, 3 h; inhibition, % at 7 µM; hit rate 0.62% among 370,000; AID 720582;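 active = inhibition above a per-campaign cutoff equal to the mean of compounds falling between control-based bounds plus 3 SD, cut at about 20% in these data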;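 note: 0% = DMSO wells while the 100% control is not disclosed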
Target sequence (O14672 214-748 limits assumed): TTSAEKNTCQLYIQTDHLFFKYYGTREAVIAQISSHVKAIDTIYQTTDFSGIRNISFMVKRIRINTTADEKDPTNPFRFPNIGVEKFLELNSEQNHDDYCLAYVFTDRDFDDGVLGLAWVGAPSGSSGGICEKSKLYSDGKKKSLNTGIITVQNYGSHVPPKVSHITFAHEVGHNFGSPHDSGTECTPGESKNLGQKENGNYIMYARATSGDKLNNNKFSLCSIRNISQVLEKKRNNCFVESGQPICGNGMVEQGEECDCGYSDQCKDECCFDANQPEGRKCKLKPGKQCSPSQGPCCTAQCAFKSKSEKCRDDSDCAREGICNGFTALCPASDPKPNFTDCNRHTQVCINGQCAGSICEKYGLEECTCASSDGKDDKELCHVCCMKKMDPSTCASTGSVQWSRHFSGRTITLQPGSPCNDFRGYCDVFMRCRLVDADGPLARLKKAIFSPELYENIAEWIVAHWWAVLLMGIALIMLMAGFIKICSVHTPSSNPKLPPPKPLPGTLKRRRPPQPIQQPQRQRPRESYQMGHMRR
* hit, by the source's call.

SMILES	TDP2 inh	Tn7 DDE FP	DDE Tn6 FP inh	ARFGAP1 inh	PLCb3 inh	ADAM17 inh	ASAP1 inh	SIAE primary	PLCg1 inh	ADAM10 inh
Cc1nnc(N(Cc2ccccc2)C(=O)c2cnccn2)s1	-16	7	6	-7	7	4	-9	-2	5	9
Cc1cc(Br)c2nc(-c3ccccc3)c(Cc3cccc(Cl)c3)n2c1	-1	0	-8	-9	-4	4	-12	-8	-2	7
CCOC(=O)c1c(NC(=O)CCl)sc(C(=O)N(CC)CC)c1C	-2	4	-5	-3	4	0	-7	0	5	8
COc1ccccc1N(C)S(=O)(=O)c1ccc(Cl)c(C(=O)NNC(=O)c2ccccc2O)c1	-1	-7	-12	12	-7	5	11	-4	-1	6
CC(C)(CNC(=O)c1ccccc1NS(C)(=O)=O)N1CCCCC1	-2	6	-1	3	-62	-62	0	-4	-40	-169
O=S(=O)(c1cc(Cl)cc(Cl)c1O)N1CCC2(CC1)OCCO2	12	2	1	-1	-12	-3	9	2	-3	-6
COC(=O)C1=CN(c2ccc(F)cc2)C=C(C(=O)OC)C1c1cccc(Br)c1	-12	5	-1	8	-92	-48	-6	-11	-54	-121
COC(=O)c1nc(NC(=O)C(C)C)n[nH]1	3	3	-8	7	-2	-1	-6	3	0	-1
O=C1c2cccnc2C(Nc2ccccc2)N1Cc1ccco1 (configuration not stated)	7	-4	-11	16	-3	-5	-4	-3	-1	-2
CCOC(=O)C1CCCN(C(=O)CCNS(=O)(=O)c2cc(Br)cnc2N)C1 (configuration not stated)	1	4	-2	-10	-7	-7	-9	0	-3	-23
CCCCn1c(=N)n(CC(=O)c2ccc(OC)cc2)c2ccccc21	-7	-4	9	2	-8	0	6	3	1	-3
CCC(=O)NCCc1nc2cc(NC(=O)Nc3ccccc3)ccc2n1C	1	-4	4	1	1	-4	-1	0	3	13
O=c1[nH]c(/C=C/c2cccc([N+](=O)[O-])c2)c([N+](=O)[O-])c(=O)[nH]1	-55	-1	-1	2	1	-1	9	-4	1	4
O=C(Nc1ccc(NC(=O)c2sc3ccccc3c2Cl)cc1)c1ccco1	2	2	5	11	0	-2	18	-5	-2	-8
COC(=O)[C@H](CCSC)NC(=O)Nc1ccc(C)cc1	-6	-7	0	-3	1	-4	7	3	0	0
c1ccc(CN2CCN(C3=Nc4cccc5cccc3c45)CC2)cc1	-2	-6	-1	9	-117	-5	-4	-4	-99	-12
O=C(c1ccc(-n2cncn2)c([N+](=O)[O-])c1)N1CCN(c2cccc(Cl)c2)CC1	-5	-3	-1	0	-3	1	5	12	4	4
CC1(C)Cc2nc3oc4c(NCCCN5CCOCC5)ncnc4c3cc2CO1	-1	-8	-6	11	-38	-19	9	-4	-23	-54
N#CC1=C(N)Oc2cc(N)ccc2C1c1ccccc1Cl (configuration not stated)	7	0	-11	3	-329	-77	20	1	-293	-233
CCOC(=O)c1ccc(NS(=O)(=O)CC)cc1	0	5	7	-3	0	-6	-10	-4	3	3

Complete entries as entered above. Values in the order: TDP2 inh	Tn7 DDE FP	DDE Tn6 FP inh	ARFGAP1 inh	PLCb3 inh	ADAM17 inh	ASAP1 inh	SIAE primary	PLCg1 inh	ADAM10 inh
COC(=O)C1=CN(c2ccc(F)cc2)C=C(C(=O)OC)C1c1cccc(Br)c1 as listed: -12	5	-1	8	-92	-48	-6	-11	-54	-121
O=S(=O)(c1cc(Cl)cc(Cl)c1O)N1CCC2(CC1)OCCO2 as listed: 12	2	1	-1	-12	-3	9	2	-3	-6
COC(=O)c1nc(NC(=O)C(C)C)n[nH]1 as listed: 3	3	-8	7	-2	-1	-6	3	0	-1
O=C1c2cccnc2C(Nc2ccccc2)N1Cc1ccco1 (configuration not stated) as listed: 7	-4	-11	16	-3	-5	-4	-3	-1	-2

Next results
SMILES	TDP2 inh	Tn7 DDE FP	DDE Tn6 FP inh	ARFGAP1 inh	PLCb3 inh	ADAM17 inh	ASAP1 inh	SIAE primary	PLCg1 inh	ADAM10 inh
Brc1ccc(-c2nnc(Cc3ccccc3)o2)cc1	-5	5	-3	3	-9	2	-9	2	0	0
Cc1cccc(C(=O)NCc2nnc3c4ccccc4c(-c4ccccc4)nn23)c1	-10	0	0	20	-4	0	16	-5	-3	7
CCOc1c(Br)cc(CNc2ccc3c(c2)OCCO3)cc1OC	6	8	-2	7	-7	-7	2	29*	-5	1
CCC(=O)c1cn(CC(=O)Nc2ccc(OC)cc2)c2ccccc12	14	6	-2	-10	-2	2	14	12	-1	0
CC(C)=NN/C(N)=N/C(=S)Nc1ccc(C)cc1	-5	-6	-2	-7	5	2	-5	5	3	5
COc1ccccc1N(CN1CCCC1=O)C(=O)c1c(F)cccc1F	17	-3	-4	9	3	-4	1	-2	1	2
Cc1[nH]c2ccccc2c1C(=O)CN1C(=O)C(=O)N(Cc2ccco2)C1=O	-2	-72	-28	5	-17	0	-3	-10	5	-8
O=C(CCNC(=O)c1ccccc1Cl)NNC(=O)c1ccccc1O	-12	0	3	0	-53	-45	-3	2	-87	-131
CCOC(=O)Cc1csc(NC(=O)CSc2nnc(C)n2C)n1	-6	-7	2	12	5	-2	16	-3	5	6
O=C(Nc1ccc([N+](=O)[O-])cc1)c1cn(-c2ccccc2)nc1-c1cc2ccccc2o1	-8	4	-10	13	-2	-4	12	-11	2	-8
CC1CCC(NC(=O)CCC(=O)N2CC(C)Oc3ccccc32)CC1 (configuration not stated)	-5	7	-3	-8	-3	0	-12	1	-1	-17
CN(C)S(=O)(=O)c1ccc(C(=O)NCc2ccc3[nH]c4c(c3c2)CCCC4)cc1	0	-22	-15	4	-72	1	8	11	-70	-11
Cc1ccc(S(=O)(=O)Nc2ccc(N=Nc3ccc(O)cc3)cc2)cc1	-3	5	-3	22	1	2	24	-9	7	22*
CCOC(=O)N1CCN(C(=O)c2ccc(NS(=O)(=O)c3ccc4[nH]c(=O)[nH]c4c3)cc2)CC1	6	-5	-1	-14	-3	-5	-3	16	-2	-3
O=C(CN1C(=O)/C(=C/c2ccccc2F)Sc2ccccc21)NCC1CCCO1 (configuration not stated)	7	1	-5	2	-49	-1	2	8	-30	10
COc1ccc(C(=O)N2CCC2(C)C(=O)O)cc1C(F)(F)F (configuration not stated)	-7	-4	-2	2	-3	-1	0	-2	2	-1
COc1cc(NC(=O)c2nccnc2C(=O)O)cc(OC)c1	1	-4	-7	5	-10	-2	-11	-7	-7	-7
O=C(O)CCCCCCCCc1cn(CCc2c[nH]c3ccccc23)nn1	0	-5	8	5	-4	0	2	1	-5	-9
CN(C)S(=O)(=O)c1cccc(-c2nnc3n2CCCCC3)c1	-17	0	-6	0	-3	1	16	-7	4	9
OC(CNCc1ccccc1Cl)COc1ccc(F)cc1 (configuration not stated)	-1	4	3	12	-4	1	0	0	3	8
CC(=O)c1cccc(CN2CCN(CC=C(C)C)C(CCO)C2)c1 (configuration not stated)	-2	6	0	0	-11	-8	3	2	0	2
CCCCCCCCN1C(=O)[C@@H](CC(=O)NCCCCc2ccccc2)C[C@@]2(C(=O)OC)C1=C[C@H](C1CCCC1)O[C@@H]2C	8	8	-2	-14	-2	-5	-16	-5	0	-9
CN(C)c1oc(/C=C/c2cccs2)nc1S(=O)(=O)c1ccccc1	12	4	1	14	-10	-2	-12	-2	1	0
CCOC(=O)c1c2c(n(C)c1C)C(=O)C(=O)c1ccc(Br)cc1-2	-3	0	1	-4	0	-4	17	1	1	-13
Cc1cccc(NC(=O)CN2C(=O)C(C)Oc3ccccc32)n1 (configuration not stated)	2	-4	1	-6	-4	-3	-4	0	3	2
N#Cc1nc(-c2ccco2)oc1N1CCc2ccccc2C1	-21	-2	-4	-9	-63	-105	8	-8	-45	-356
O=C(O)c1ccccc1-c1ccccc1C(=O)Nc1cccc(O)c1	10	-4	-9	-4	3	-6	-7	-7	-1	-7
O=C(COC(=O)c1nn(CCO)c(=O)c2ccccc12)Nc1ccc(Cl)c(Cl)c1	-1	3	2	2	-6	1	-2	-15	-1	0
Cc1cc(NC(=O)CN2CCC(n3nnc4cc(C(F)(F)F)ccc43)CC2)no1	6	1	-5	-1	0	-4	7	-3	-1	4
Nc1c(N(CCCO)C(=O)CCCN2C(=O)c3cccc4cccc(c34)C2=O)c(=O)[nH]c(=O)n1Cc1ccccc1	7	0	0	-2	-21	-27	4	0	-13	-95
O=C(O)CCC(=O)NNC(=O)CCCOc1ccc(Cl)cc1Cl	1	5	-1	-8	1	-4	-1	2	-2	7
Cc1cccc(C)c1OCCSc1n[nH]c(N)n1	-13	8	-7	10	8	0	11	3	-1	-5
COc1ccc(N2C(=O)CC(Nc3cccc([N+](=O)[O-])c3)C2=O)cc1 (configuration not stated)	-1	1	-2	6	-1	0	6	1	5	3
CN1CCN(C(=O)CN(C2CCCCC2)S(=O)(=O)c2ccccc2)CC1	8	4	0	4	-2	-3	3	-2	-1	2
CCN(c1ccccc1)S(=O)(=O)c1ccc(C(=O)NCc2ccccn2)cc1	-10	9	2	5	-8	0	9	-2	1	6
COc1ccc(S(=O)(=O)N(C)c2ccc(C(=O)NCc3ccncc3)cc2)cc1	-2	3	6	-2	-9	-2	14	8	-1	2
CC(NC(=O)c1cccc(S(=O)(=O)N2CCN(Cc3ccccc3)CC2)c1)c1ccc(Br)cc1 (configuration not stated)	-18	2	-3	1	-1	1	-9	-6	3	4
Cc1ccc(C(=O)N2CCN(c3ccc4c(c3)C3CC4CCN3C(=O)OCc3ccccc3)CC2)cc1 (configuration not stated)	-2	-11	-10	11	1	6	0	5	0	6
CCN(CC(=O)Nc1cc(Cl)ccc1C)c1ncnc2sc(C)c(C)c12	6	9	-2	1	0	5	-26	-3	-1	6
NC(=O)c1c(N)sc(=S)n1CC1CCCO1 (configuration not stated)	2	-2	-5	2	2	0	-2	3	2	0
CCOC(=O)c1c(C)n(C)c2ccc(OC(=O)c3ccco3)cc12	5	6	-3	-5	1	-2	-3	-8	-2	7
O=C(CCN1C(=O)C2C3CC(C(Br)C3Br)C2C1=O)OCC(=O)c1cccc([N+](=O)[O-])c1 (configuration not stated)	-2	1	0	5	-15	-1	7	5	-7	-8
CCOC(=O)c1sc(NC(C)=O)cc1C	13	-1	2	-1	2	-1	8	7	2	-4
COc1cccc(CCNC(=O)CC2C(=O)NCCN2Cc2ccc(Cl)c(F)c2)c1 (configuration not stated)	-10	-4	-5	11	-11	-4	9	-8	-5	-13

Source: PubChem BioAssay
